# G9a block – G9a (human) methyltransferase inhibition; Potency, µM (top dose mostly 102 µM), for the others: at the top dose activity, negative = inhibition, usual class: inhibitors; Q96KQ7; hit rate 8.8% among 350,000; G9a H3K9 monomethylation, AlphaScreen, 2 h; AID 504332; note: potency is the fitted concentration of half-maximal effect; % is set by controls: 0 for no effect and ±100 for the full control effect; nearly all actives have a fitted effect of over 75% in size
#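 Signal arises when biotinylated H3K9 peptide, once monomethylated, bridges streptavidin donor and antibody-captured acceptor beads. Enzyme at 20 nM was preincubated 15 min with test compounds; peptide 500 nM and SAM 20 uM then reacted for 2 h.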
# Pin1 inhibitor – inhibitors of human Pin1 | Pin1 FP peptide displacement, HiFluor488, 10 min | AID 504891 | Potency, µM (doses to about 115 µM), inactives show at the highest dose activity, negative = inhibition, usual class: inhibitors | hit rate 0.009% among 390,000 | Q13526; active = well fitted inhibition curve with a large enough effect in the polarisation, with a control signal flat, not every such curve was filed as active; inconclusive = small, poorly fitted or top-dose-only effect, or effect the other way, or a change in a side signal; inactive = no such curve, though single readings can be large or run the other way; the % refers to the polarisation; note: potency is the fitted concentration of half-maximal effect; % is set by controls: 0 for no effect and ±100 for the full control effect
# Target sequence (Q13526 whole entry, looked up): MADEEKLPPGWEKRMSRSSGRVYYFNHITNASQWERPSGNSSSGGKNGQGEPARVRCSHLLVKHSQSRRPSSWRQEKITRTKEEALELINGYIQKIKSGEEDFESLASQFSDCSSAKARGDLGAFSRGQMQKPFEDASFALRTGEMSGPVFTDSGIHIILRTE
# BAZ2B block – BAZ2B (human) inhibition; Potency, µM (top dose mostly 114 µM), without a hit: at the highest dose activity change, negative = inhibition, most hits filed as inhibitors; hit rate 4.4% among 360,000; AlphaScreen BAZ2B-H3K14Ac peptide displacement; note: potency is the fitted concentration of half-maximal effect; % is set by controls: 0 for no effect and ±100 for the full control effect; nearly all actives have a fitted effect of over 60% in size
#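 Inhibition is scored as reduced AlphaScreen emission. The BAZ2B/b-H3(5-23)K14Ac complex (50 nM each) in PBS pH 7.4, 0.01% Tween-20 meets compound (up to 110 uM) for 30 min at RT before bead addition.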
# JMJD2A Tudor inh – blocks the human JMJD2A Tudor domain. AlphaScreen JMJD2A-Tudor / H3K4me3 peptide binding. Potency, µM (series often up to 114 µM), for inactives: top-dose activity change, negative = inhibition, hits mostly inhibitors. hit rate 4.4% among 390,000. AID 504339; note: potency is the fitted concentration of half-maximal effect; % is set by controls: 0 for no effect and ±100 for the full control effect; nearly all actives have a fitted effect of over 50% in size
# ERG-DNA inh – ERG Ets/DNA interaction inhibition | fluorescence polarization, His-ERG Ets domain / labelled DNA | Potency, µM (series often up to 76.9 µM), for the others: top-dose FP activity, negative = inhibition, hits mostly inhibitors | hit rate 0.028% among 370,000; active = well fitted inhibition curve with a large enough effect in the polarisation, with a control signal flat; inconclusive = small, poorly fitted or top-dose-only effect, or effect the other way, or a change in a side signal; inactive = no such curve, though single readings can be large or run the other way; the % refers to the polarisation;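 note: polarization taken with two DNA probes labelled with fluorescein and Texas red; potency is the fitted concentration of half-maximal effect; % of control where 0% means no effect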
# Target sequence (P11308 whole entry, looked up, the tested form may be a part): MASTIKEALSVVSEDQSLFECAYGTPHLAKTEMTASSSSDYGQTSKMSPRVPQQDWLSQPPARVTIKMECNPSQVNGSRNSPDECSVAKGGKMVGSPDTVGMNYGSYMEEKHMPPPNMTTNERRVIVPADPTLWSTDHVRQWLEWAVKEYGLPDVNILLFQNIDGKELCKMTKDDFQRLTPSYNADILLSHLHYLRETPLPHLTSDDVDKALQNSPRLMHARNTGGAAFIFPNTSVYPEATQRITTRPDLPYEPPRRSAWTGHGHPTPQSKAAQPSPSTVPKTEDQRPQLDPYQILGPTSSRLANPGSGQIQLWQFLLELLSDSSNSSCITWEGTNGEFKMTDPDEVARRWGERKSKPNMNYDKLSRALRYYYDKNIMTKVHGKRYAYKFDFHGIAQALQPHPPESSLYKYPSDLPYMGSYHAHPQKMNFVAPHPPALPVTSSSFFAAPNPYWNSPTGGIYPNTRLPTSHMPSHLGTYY
#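 His-tagged ERG Ets domain (1 uM in the protein solution; 300mM KCl, 50mM Tris-HCl, 1mM EDTA, 1mM DTT, pH 7.5) received compound, then a probe mix of 5 nM fluorescein-DNA and 100nM Texas-615-DNA. Fluorescence polarization was read for both dyes.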
# GLS inh – blocks human kidney-isoform glutaminase activity. O94925. Potency, µM (series often up to 45.5 µM), for the others: at the highest dose activity change, negative = inhibition, usual class: inhibitors. GLS enzymatic activity, qHTS titration. AID 624170. hit rate 0.21% among 410,000; note: potency is the fitted concentration of half-maximal effect; % is set by controls: 0 for no effect and ±100 for the full control effect
#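 Coupled fluorescence readout: glutamate oxidase/HRP/Amplex Red detect glutamate formed by hKGA from L-glutamine (1 mM solution added). Buffer 45 mM KH2PO4 pH 8.2, 0.02% Tween-20; reads at t0 and 30 min RT.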
# HP1b chromo inh – HP1-beta chromodomain-methylated histone interaction inhibition. AID 540317. AlphaScreen HP1-beta / biotin-H3K9me3 peptide binding. Potency, µM (series often up to 114 µM), for inactives: at the top dose activity change, negative = inhibition, actives largely listed as inhibitors. hit rate 0.56% among 390,000; note: potency is the fitted concentration of half-maximal effect; nearly all actives have a fitted effect of over 70% in size; inactives centre near 23
#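 HP1-beta protein (50 nM final) preincubated 30 min at room temperature with biotinylated H3(1-18)K9me3 peptide (50 nM) in PBS pH 7.4, 0.01% Tween-20, then compound added for 30 min. AlphaScreen streptavidin donor/nickel chelate acceptor beads (10 ug/mL final), 30 min dark, luminescence read.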
# PGK inhibitor – inhibitors of T. brucei phosphoglycerate kinase; hit rate 0.043% among 380,000; AID 602233; Potency, µM (series often up to 57.5 µM), for the others: top-dose activity change, negative = inhibition, most hits filed as inhibitors; PGK/GAPDH coupled, Kinase-Glo luminescence, 60 min; note: potency is the fitted concentration of half-maximal effect; % is set by controls: 0 for no effect and ±100 for the full control effect; nearly all actives have a fitted effect of over 60% in size
# Target sequence (P07378 whole entry, looked up): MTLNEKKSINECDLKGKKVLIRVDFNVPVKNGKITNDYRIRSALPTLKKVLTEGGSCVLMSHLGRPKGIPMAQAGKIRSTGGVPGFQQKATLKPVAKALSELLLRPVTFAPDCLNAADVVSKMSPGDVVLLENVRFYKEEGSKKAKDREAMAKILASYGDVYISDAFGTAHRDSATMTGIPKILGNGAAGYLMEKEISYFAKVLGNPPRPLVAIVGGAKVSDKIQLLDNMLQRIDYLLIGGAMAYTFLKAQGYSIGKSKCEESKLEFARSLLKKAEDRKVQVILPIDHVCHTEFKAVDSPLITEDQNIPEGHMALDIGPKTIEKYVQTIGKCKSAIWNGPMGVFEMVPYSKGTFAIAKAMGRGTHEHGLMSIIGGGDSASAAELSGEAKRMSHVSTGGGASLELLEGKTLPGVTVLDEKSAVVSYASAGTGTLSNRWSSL
#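 Recombinant glycosomal PGK reaction used 1,3-bisphosphoglycerate generated in-well by GAPDH (100nM final) in 100mM TEA pH 7.6, 5mM MgCl2, 0.01% Tween-20. After 60 minutes at room temperature, ATP was read by Kinase-Glo Plus luminescence end-point.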
# PI4K2A inh – inhibitors of human PI4K2A; Q9BTU6; purified PI4K2A, ADP-Glo luminescence, 1 h; hits give low values; activity change, negative = inhibition, % at 76.9 µM; hit rate 0.13% among 420,000; in the data active = activity change below about -50%; inconclusive = mostly about -30% to -49%;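 note: -100% = wells without enzyme as full effect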
#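 Compounds are screened against recombinant PI4K2A using PI as substrate and ATP, the latter dispensed at 300 microM. Reactions run one hour at ambient temperature before ADP-Glo detection; full inhibition defined by wells lacking enzyme.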
# Numbers without * were called inactive; i = inactive; ? = inconclusive; nt = no result given; [ ] = remark or other dose. Unless noted, calls come from the whole dose curve; as a rule, active = well fitted curve in the direction sought with a large enough effect; inconclusive = small, poorly fitted or top-dose-only effect, or another doubt; inactive = no such curve, though single readings can be large; an effect the other way counts as inactive or inconclusive.
SMILES,G9a block,Pin1 inhibitor,BAZ2B block,JMJD2A Tudor inh,ERG-DNA inh,GLS inh,HP1b chromo inh,PGK inhibitor,PI4K2A inh
NS(=O)(=O)c1ccc(CNC(=O)c2cc(S(=O)(=O)N3CCOCC3)c(Cl)cc2Cl)cc1,2%[0.501 µM],-1%,1%,-12%,-12%,-12%,29%,-4%,4
CCOc1ccc(NC(=O)CN(C)C(=O)c2cc(-c3ccco3)nc3ccccc23)cc1OCC,nt,-2%,nt,-3%,19%,1%,10%,-3%,-1
O=C(CCS(=O)(=O)Cc1ccccc1)N1CCN(Cc2ccccc2)CC1,50µM*,8%,11%,-10%,nt,1%,17%,i,1
Cc1cccc(OCCNC(=S)NC(=O)c2cncc(Br)c2)c1,55%[activator],-2%,-14%,-17%,11%,4%,23%,i,-3
CC(OC(=O)Nc1cccc(Cl)c1)C(=O)OC1CCCCC1 (centres undefined),nt,3%,nt,7%,-5%,-1%,83%[activator],-1%,-4
COCCn1c(=NC(=O)c2ccc3c(c2)OCCO3)sc2cc(S(N)(=O)=O)ccc21,?,139%[activator],0%,-15%,-8%,-14%,15%,0%,1
Cc1cccc(C(=O)Nc2ccc(-c3nc4cc(C(C)C)ccc4o3)cc2)c1,7%[59 µM],34%[activator],3%,-3%,4%,-1%,21%,-8%,0
O=C1CCC/C=C/C[C@@H](CC(=O)N(CCO)Cc2ccccc2)C(=O)NC[C@H](c2ccccc2)O1,nt,10%,nt,-14%,7%,6%,19%,-11%,-3
CN1CCN(C(=S)NC(=O)/C=C/c2ccccc2)CC1,50µM*,-3%,5%,-15%,-5%,12%,22%,-7%,1
CCc1nnc(NS(=O)(=O)c2ccc(N=Cc3c(C)[nH]n(-c4cccc(Cl)c4)c3=O)cc2)s1,-51%,?,?,?,-11%,-3%,-8%,-12%,-3
CCCCNC(=O)c1onc(CSc2ccccc2F)c1C(=O)O,7%[59 µM],-1%,0%,-2%,1%,8%,41%[activator],0%,7
O=C(COC(=O)c1cc([N+](=O)[O-])ccc1N1CCOCC1)c1ccc(Br)cc1,6%[0.501 µM],11%,-5%,?,21%,4%,7%,-5%,-8
C=CCn1c(SCC(=O)NCC2CCCO2)nnc1-c1ccccc1 (centres undefined),-3%,0%,-6%,-18%,-1%,-3%,9%,1%,0
CCN(CC)CC(=O)Nc1ccc(-c2ccc(NC(=O)CN(CC)CC)c(OC)c2)cc1OC,nt,2%,-11%,-31%,-6%,-5%,1%,-2%,4
CC1(C)SC(=Nc2ccccc2)N(S(=O)(=O)c2ccccc2)C1=O,-12%,-4%,-2%,-12%,-13%,0%,22%,-10%,-4

# An excerpt from above in order of SMILES length, highest first.
SMILES,G9a block,Pin1 inhibitor,BAZ2B block,JMJD2A Tudor inh,ERG-DNA inh,GLS inh,HP1b chromo inh,PGK inhibitor,PI4K2A inh
O=C1CCC/C=C/C[C@@H](CC(=O)N(CCO)Cc2ccccc2)C(=O)NC[C@H](c2ccccc2)O1,nt,10%,nt,-14%,7%,6%,19%,-11%,-3
NS(=O)(=O)c1ccc(CNC(=O)c2cc(S(=O)(=O)N3CCOCC3)c(Cl)cc2Cl)cc1,2%[0.501 µM],-1%,1%,-12%,-12%,-12%,29%,-4%,4
CCOc1ccc(NC(=O)CN(C)C(=O)c2cc(-c3ccco3)nc3ccccc23)cc1OCC,nt,-2%,nt,-3%,19%,1%,10%,-3%,-1
CCN(CC)CC(=O)Nc1ccc(-c2ccc(NC(=O)CN(CC)CC)c(OC)c2)cc1OC,nt,2%,-11%,-31%,-6%,-5%,1%,-2%,4
Cc1cccc(C(=O)Nc2ccc(-c3nc4cc(C(C)C)ccc4o3)cc2)c1,7%[59 µM],34%[activator],3%,-3%,4%,-1%,21%,-8%,0
CC1(C)SC(=Nc2ccccc2)N(S(=O)(=O)c2ccccc2)C1=O,-12%,-4%,-2%,-12%,-13%,0%,22%,-10%,-4
C=CCn1c(SCC(=O)NCC2CCCO2)nnc1-c1ccccc1 (centres undefined),-3%,0%,-6%,-18%,-1%,-3%,9%,1%,0
CCCCNC(=O)c1onc(CSc2ccccc2F)c1C(=O)O,7%[59 µM],-1%,0%,-2%,1%,8%,41%[activator],0%,7
CN1CCN(C(=S)NC(=O)/C=C/c2ccccc2)CC1,50µM*,-3%,5%,-15%,-5%,12%,22%,-7%,1

# Next section:
SMILES,G9a block,Pin1 inhibitor,BAZ2B block,JMJD2A Tudor inh,ERG-DNA inh,GLS inh,HP1b chromo inh,PGK inhibitor,PI4K2A inh
CCNc1ccc(C(=O)OCC)cc1NC(=O)c1cc(S(=O)(=O)N2CCOCC2)ccc1C,-7%[12.7 µM],-3%,-3%,-7%,nt,-6%,11%,1%[11.5 µM],0
N#C/C(=C\c1ccc(-c2ccccc2[N+](=O)[O-])o1)C(=O)Nc1nc(-c2cccs2)cs1,?,37%[activator],?,?,-1%,7%,-17%,-12%,-5
Nc1nc(N2CCN(c3ccccc3)CC2)n[nH]1,-9%[59 µM],-2%,-26%,-13%,5%,?,-2%,10%,5
COc1cccc(NC(=S)NCCC(c2ccccc2)c2ccccc2)c1,-18%[59 µM],15%,-27%,-13%,4%,1%,15%,i,19
CCN(CC)CCN(C(=O)c1ccc2ccccc2c1)c1nc2ccc(F)cc2s1,45µM*,5%,-29%[57.1 µM],?,8%,-10%,37%,i,-5
CCCCSC1=C(C#N)C(c2ccccc2C)CC(=O)N1 (centres undefined),7%,0%,8%,-13%,-18%,-5%,55%[activator],i,-2
O=C(Cn1ncc2c([nH]c3ccccc32)c1=O)NCCc1ccc(Cl)cc1,10%[59 µM],23%,-7%,-12%,12%,0%,25%,0%,-5
CCCOc1ccccc1NC(=O)CC1Nc2ccccc2NC1=O (centres undefined),-9%[59 µM],17%,4%,-28%,6%,16%,0%,2%,-2
Cc1cc(N2CCN(C)CC2)nc2ccc(NC(=O)c3ccc4c(c3)OCO4)cc12,?,7%,-32%,-19%,3%,30%,14%,0%,3
CCN(CC)C1=CC(=O)OC12CCCCC2,3.5µM*,-4%,-6%,32µM*,-1%,0%,-23%,-13%,0
O=C(c1sc2cccc(F)c2c1Cl)N1CCN(c2ncccn2)CC1,15%[59 µM],0%,2%,-1%,-4%,48%[activator],26%,4%,-5
Cc1cc(C)n(C(=O)CCCCCCCC(=O)n2nc(C)cc2C)n1,19%[59 µM],5%,144%[activator],31%[activator],nt,-4%,187%[activator],8%,2
CCCCOCCCNC(=O)c1cccs1,-3%[59 µM],-9%,-1%,-12%,nt,7%,55%[activator],0%,-4
C/C(=C\C(=O)c1cccnc1)Nc1ccc(C(=O)O)cc1,2.2µM*,1%,?,?,-4%,nt,15%,-6%,3
Cc1cc(C)c(S(=O)(=O)N2CCN(C(=O)c3cc(=O)[nH]c4ccccc34)CC2)c(C)c1,-5%[59 µM],-13%,2%,-11%,-3%,3%,23%,8%,-5
COc1ccc(C(C)(C)C)cc1NC(=O)CCN1C(=O)NC(C)(C)C1=O,nt,-6%,nt,-21%,17%,-1%,26%,i,-5
CSCCC(NS(=O)(=O)c1ccc(C)cc1)C(=O)NC1CCCCCC1 (centres undefined),8%,-1%,-16%,-10%,-5%,-6%,19%,-4%,-8
Cc1ccc(C)c(NC(=O)CCN2CCc3ccccc3C2)c1,50µM*,0%,-39%,-15%,5%,7%,29%,i,-18
NCCCCCC(=O)Nc1ccncc1,nt,-9%,-12%,-3%,-4%,-15%,39%[activator],-9%,-4
Cc1ccc(OC(=O)c2ccc(C)c(C)c2)cn1,28%,-4%,8%,2%[57.1 µM],-12%,-3%,61%[activator],0%,6
Cc1nccn1C[C@@H]1CCc2c(c3ccccc3n2C)C1=O,1%[12.7 µM],0%,?,-19%,?,-2%,31%,-8%,-6
CCOC(=O)CNC(=O)CSc1nnnn1-c1ccc(C)c(C)c1,29%[59 µM],6%,nt,-7%,2%,4%,35%,2%,1
CC1=CCC2C(=O)N(c3ccccc3OC(=O)c3ccccc3F)C(=O)C2C1 (centres undefined),-9%[59 µM],1%,9%,-4%,-1%,-3%,7%,3%,5
Cc1cccc2cc(CN(CCN3CCOCC3)C(=O)Nc3ccccc3F)c(=O)[nH]c12,-45%,-3%,7%,-14%,-11%,6%,-5%,-6%,4
CCOc1ccc(S(=O)(=O)NCCc2sc3nc(-c4ccc(C)cc4)nn3c2C)cc1,2%[59 µM],-2%,1%,-23%,0%,-5%,14%,i,0
Nn1cc(-c2ccccc2)nc1SCC(=O)N1CCN(S(=O)(=O)c2ccc3ccccc3c2)CC1,?,12%,?,-23%,-12%,12%,?,-2%,2
CC(C)CC(NS(=O)(=O)c1ccc2c(c1)oc(=O)n2C)C(=O)NCc1cccnc1 (centres undefined),-50%,-2%,-7%,-21%,-1%,-11%,15%,-1%,3
Cc1ccc(NC(=O)Nc2ccc(F)cc2F)c(OC(F)F)c1,3%,2%,-2%,-12%,-15%,-5%,32%,-3%,1
CCOc1ccc2oc(C(=O)OCC(=O)N3C(C)CCCC3C)c(C)c2c1 (centres undefined),-23%[12.7 µM],-1%,-27%,-13%,-1%,3%,41%[activator],-9%,-3
CCC1=NN(C(=O)COc2ccccc2C)C(O)(c2ccncc2)C1 (centres undefined),42%,4%,-31%,-27%,-3%,-1%,20%,-6%,-4
